DT40 TDP1 no CPT – qHTS for Inhibitors of human tyrosyl-DNA phosphodiesterase 1 (TDP1): qHTS in cells in absence of CPT | DT40 Tdp1-/- hTDP1 cells, no CPT, ATP luminescence, 48 h | Potency, µM (highest dose often 46.2 µM), inactives show at the top dose activity change, negative = growth inhibition, actives largely listed as inhibitors | hit rate 15% among 420,000 | AID 686978, 2013; further: nearly all actives have a fitted effect of over 55% in size
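DT40 Tdp1-/-;hTDP1 cells, no CPT (DMSO vehicle only), 400 cells/well; compounds pin-transferred; ≥48 hr, 37 °C; CellTiter-Glo 30 min RT dark, luminescence read.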
GCN5L2 inh – inhibitors of human GCN5L2 histone acetyltransferase; Potency, µM (series often up to 58.9 µM), without a hit: top-dose activity change, negative = inhibition, usual class: inhibitors; hit rate 0.21% among 390,000; AID 504327; GCN5L2 HAT assay, ThioGlo1 CoA-SH fluorescence
Target sequence (Q92830 whole entry, looked up): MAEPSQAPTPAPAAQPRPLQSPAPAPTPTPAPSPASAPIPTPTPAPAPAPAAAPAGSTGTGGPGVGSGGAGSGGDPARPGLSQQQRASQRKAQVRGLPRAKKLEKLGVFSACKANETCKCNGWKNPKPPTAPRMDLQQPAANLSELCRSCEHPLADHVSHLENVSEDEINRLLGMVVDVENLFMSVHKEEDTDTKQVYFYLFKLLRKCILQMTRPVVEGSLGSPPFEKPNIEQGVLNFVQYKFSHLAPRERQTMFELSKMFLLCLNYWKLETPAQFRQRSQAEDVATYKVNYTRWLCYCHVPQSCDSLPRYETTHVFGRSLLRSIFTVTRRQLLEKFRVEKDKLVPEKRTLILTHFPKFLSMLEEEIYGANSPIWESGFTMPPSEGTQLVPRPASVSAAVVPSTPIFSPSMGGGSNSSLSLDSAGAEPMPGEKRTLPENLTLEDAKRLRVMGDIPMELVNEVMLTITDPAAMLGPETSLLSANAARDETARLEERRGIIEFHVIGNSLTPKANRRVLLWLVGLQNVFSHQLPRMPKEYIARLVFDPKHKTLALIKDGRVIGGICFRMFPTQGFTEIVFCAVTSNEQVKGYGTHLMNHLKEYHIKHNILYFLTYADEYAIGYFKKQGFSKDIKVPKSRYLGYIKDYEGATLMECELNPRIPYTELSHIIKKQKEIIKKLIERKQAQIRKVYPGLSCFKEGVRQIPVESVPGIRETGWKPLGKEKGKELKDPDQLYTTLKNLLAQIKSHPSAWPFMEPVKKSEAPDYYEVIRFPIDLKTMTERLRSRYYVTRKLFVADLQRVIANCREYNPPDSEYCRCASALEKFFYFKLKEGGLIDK
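Fluorescence readout, Ex340nm/Em540nm: ThioGlo1 (50uM final) reacts with free CoA thiol released as 20nM GCN5L2 acetylates H3(1-25) peptide (75uM) using acetyl-CoA (70uM). Compound and enzyme sat 15 min beforehand; 20 min room-temperature reaction.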
DT40 TDP1 CPT – DT40-hTDP1 cell growth loss with CPT. chicken DT40 Tdp1-/-;hTDP1 cells + 20 nM CPT, ATP luminescence, 48 h. Potency, µM (highest dose often 46.2 µM), for the others: at the top dose activity change, negative = growth inhibition, hits mostly inhibitors. hit rate 12% among 420,000. AID 686979; further: nearly all actives have a fitted effect of over 55% in size
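Chicken DT40 Tdp1-/- cells complemented with human TDP1, 400 cells/well, exposed to compounds plus 20 nM camptothecin for at least 48 h at 37 C; viability read as ATP content by CellTiter-Glo luminescence.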
* marks the source's active call; other numbers are inactive results; ? = inconclusive; . = no result given; & = joins results of further samples; ! = not confirmed by another sample. The call rests on the fitted dose curve; in most records, active means well fitted curve in the direction sought with a large enough effect; inconclusive means small, poorly fitted or top-dose-only effect, or another doubt; inactive means no such curve, though single readings can be large; an effect the other way counts as inactive or inconclusive. On the % scale 0 is the no-effect control and ±100 the full control effect; potency means the concentration at half of the fitted maximal effect. An excerpt (hit frequency here may not be typical).

SMILES | GCN5L2 inh | DT40 TDP1 CPT | DT40 TDP1 no CPT
O=C(CSc1ccc([N+](=O)[O-])cc1)Nc1cccc(S(=O)(=O)Nc2ccccc2F)c1 | 0% | 9.2µM* | ?
Cc1ccccc1NC(=O)Cn1c(=O)n(C)c2ccccc21 | -3% | -16% | -12%
CCc1nc2ccc(C(=O)NC3CCN(Cc4ccccc4)CC3)cn2c1N(C)Cc1cc2ccccc2s1 | . | 26µM* | 21µM*
O=C(Nc1ccc([N+](=O)[O-])cc1)Nc1ccon1 | -6% | 0.41µM* | 0.33µM*
CCN(c1ccccc1)S(=O)(=O)c1cc2c3c(c1)C(C)C(=O)N3CCC2 (centres undefined) | -5% | 18µM* | 16µM*
NNC(=O)CNc1cccc(Br)c1 | -12% | -4% | -25%
Cc1cc(NC(=O)c2ccccc2)n(-c2nc3ccccc3[nH]2)n1 | 1% | ? | -7%
CC(C)CCOCC(O)CCC(=O)NNC(=S)Nc1ccccc1 (centres undefined) | -8% | -14% | 0%
CCOC(=O)c1cc2c(=O)n3ccccc3nc2n(Cc2ccco2)c1=NC(=O)c1cccc(OC)c1 | -10% | ? | ?
Cc1nc(-c2ccc(S(=O)(=O)Nc3cccc(Cl)c3)cc2)co1 | -13% | -28% | 6%
CN(C)CCNC(=O)C1CCN(Cc2cc3ccccc3n2Cc2ccccc2)CC1 | 3% | 21µM* | 16µM*
Cc1c2c(nc3c(C(=O)NC4CC4)cnn13)CCCC2 | -2% | -2% | -25%
Cc1c2ccccc2cc[n+]1C | . | -6% | -16%
CC(=O)c1ccc(N2CCN(S(=O)(=O)c3cc(-c4cc(C)no4)ccc3C(C)C)CC2)cc1 | -8% | ? | ?
CCCNCC1C(Oc2ccc(Cl)cc2Cl)C(=O)N1c1cccc(C)c1C (centres undefined) | -1% | ? | 18µM*
Nc1nonc1C(=O)NCCNS(=O)(=O)c1ccc(Br)cc1 | -8% | -18% | -27%
Cc1cc(OCCN2CCCC2)ccc1C(C)C | -2% | -4% | ?
CCOc1ccc(S(=O)(=O)N(C)C2CCCCC2)cc1 | -1% | -14% | -13%
CCC(C)NC(=O)CC(c1ccccc1)c1cc(C)ccc1O (centres undefined) | 12% | 0% | 7%
Cc1ccc(S(=O)(=O)Nc2cccc(-c3cn4ccsc4n3)c2)cc1 | -7% | ? | 21µM*
CCc1ccc(N2CC(C(=O)Nc3ccc(C)c(S(=O)(=O)N4CCOCC4)c3)CC2=O)cc1 (centres undefined) | -19% | ? | ?
CC(=O)N1CCN(c2ccc(NC(=O)c3ccccc3)cc2)CC1 | -16% | 6% | -7%
COc1ccc(/C=C/c2nc(-c3ccccc3O)n(-c3ccccc3)n2)cc1 | ? | -28% | ?
COC(=O)[C@@]1(Cc2ccc(F)cc2)[C@H]2c3cc(C(=O)N(C)C)n(Cc4c(CO)[nH]cc(C)c4=O)c3C[C@H]2CN1C(=O)c1ccccc1 | -1% | -21% | -23%
CCc1ccc(-c2csc(-c3c[nH]c4ccccc34)n2)cc1 | -17% | ? | ?
CCOc1ccc(N(CC(=O)NCc2ccc(C)cc2)S(=O)(=O)c2c(C)[nH]c(=O)[nH]c2=O)cc1 | 2%&-2% | -2%&5% | 27%&-3%
COC(=O)NC(NC(=S)Nc1cccc(C)c1)C(Cl)(Cl)Cl (centres undefined) | 2% | 0% | ?
CCCOc1ccc(CSc2n[nH]c(C)n2)cc1 | -7% | -10% | ?
NC(=O)c1sc2cc(C(F)(F)F)cnc2c1-c1ccccc1 | -13% | 7% | -18%
C[C@H](CO)N1C[C@H](C)[C@H](CN(C)C(=O)Nc2ccnc(N3CCOCC3)c2)OCc2cnnn2CCCC1=O | . | 7% | -22%
O=C(Cc1ccc(NC(=O)C2CCN(C(=O)C3CCC3)CC2)cc1)Nc1cccc(C(=O)N2CCCC2)c1 | . | -2% | -15%
CCC(=O)Nc1ccc(C(=O)NNC(=O)c2ccccc2)cc1 | -3% | 7% | -1%
Cc1cc(Oc2ccc(=O)n(C)n2)nc(SCc2ccccc2)n1 | -8% | -12% | -5%
CC(C)[C@H]1COCCS(=O)(=O)N1Cc1ccccc1 | . | ? | 10µM*!
Cc1c(NC(=O)C(F)(F)F)ccc2nc3c(=O)n(C)c(=O)n(C)c3nc12 | -12% | ? | 16µM*
Cc1cc(=O)n2nc(-c3ccccc3)sc2n1 | -9% | -5% | -8%
O=C(NC1CCCC1)C1c2ccccc2C(=O)N1CCCN1CCOCC1 (centres undefined) | 2% | -6% | -14%
Cc1cc(=O)[nH]c(N/N=C/c2ccccc2C(F)(F)F)n1 | 1% | -1% | ?
Cc1ccc(C(=O)n2c3ccccc3c3ccccc32)cc1 | -6% | 5.8µM* | 6.5µM*
CCOc1cc(C(=O)Nc2c(NC)c3ccccc3oc2=O)cc(OCC)c1OCC | -6% | 1% | -17%
Cc1ccc(-n2ncc(C(=O)NCc3ccccc3C)c2-n2cccc2)cc1 | -3% | ? | 23µM*
C=CCOC(=O)C1=C(C)N=C2SCCC(=O)N2C1/C=C/c1ccccc1 (centres undefined) | -6% | ? | ?
Cc1ccccc1CN1C(=O)CSCC1(C)C(=O)NC(C)C (centres undefined) | . | 23% | 20%
CC(=O)N1CCC2(CCN(Cc3ccc(C#N)cc3)CC2)CC1 | 3% | 5% | 3%
COc1cccc(Nc2nc3ccc(C(=O)c4ccccc4)cc3n3c(C)nnc23)c1 | -7% | 12µM* | ?
COc1cccc(-c2cc3nc(C)c(C)c(N4CCN(C(=O)c5ccoc5)CC4)n3n2)c1 | . | 13µM* | 8.2µM*
CCC1Sc2ccc(S(=O)(=O)CCC(=O)Nc3ccc(C(=O)OC)cc3)cc2NC1=O (centres undefined) | -3% | ? | -1%
O=C(NCCO)c1ccc2[nH]c3ccccc3c2c1 | -4% | -4% | -10%
Cc1c(Cl)cccc1NC(=O)NCc1cccnc1 | -9% | 1% | 13%
Cc1ccc(C(=O)N(C)CC(=O)Nc2cccc(C)c2C)o1 | 1% | 2% | -10%
O=C(NCC(c1ccco1)N1CCc2ccccc2C1)C(=O)Nc1ccccc1F (centres undefined) | -19% | -55% | -82%
CC(=O)c1cc(-c2ccc(F)cc2)n(CCC(=O)NCc2ccccc2C)c1C | -6% | 16µM* | ?
COc1cc(C=C2C(=O)c3ccccc3C2=O)cc(OC)c1OC | -2% | ? | -5%
Cc1c(Cl)cccc1NC(=O)CCN1C(=O)NC(C)(C)C1=O | 1% | 4% | -7%
CCOC(=O)N1CCN(C(=O)/C(=C/c2cccs2)NC(=O)c2cccs2)CC1 | 5% | 6% | -19%
O=C1C2C3C=CC(C3)C2C(=O)N1c1cccnc1 (centres undefined) | . | -8% | 1%
Cc1cccc(C(=O)NC(C)C(=O)NC(c2nc3ccccc3[nH]2)C(C)C)c1 (centres undefined) | -10% | -27% | ?
O=C(CCc1ccccc1)c1ccc2c(c1)OCCCO2 | -6% | -9% | -2%
CCOc1ccc(C(=O)NC(=S)Nc2cccc(NC(=O)c3ccco3)c2)cc1[N+](=O)[O-] | -6% | ? | 15µM*
CC1CCN(S(=O)(=O)c2ccc(S(=O)(=O)NCc3ccccc3)cc2)CC1 | 1% | -22% | -26%

Other entries.
SMILES | GCN5L2 inh | DT40 TDP1 CPT | DT40 TDP1 no CPT
CC1(C)CC(C)(c2ccc(O)cc2O)N(c2ccc3ccccc3c2)C(=S)N1 (centres undefined) | -8% | ? | ?
CCCCc1cc(=O)oc2cc(OCC(=O)N(CC)CC)c(Cl)cc12 | 1% | ? | ?
CCN(C(=O)Cn1c(Cl)nc2c1c(=O)n(C)c(=O)n2C)C1CCCCC1 | -2% | 21µM* | 21µM*
CCOc1ccc(OCC)c(NC(=O)CNS(=O)(=O)c2cccs2)c1 | -10% | -15% | -4%
CCN(CC)CCNC(=O)c1nn(-c2ccc(Cl)cc2)c2c1CCc1cc(OC)ccc1-2 | . | ? | 21µM*
O=C(CN1CCOCC1)NNC(=S)Nc1ccccc1 | 2% | -3% | 0%
Cc1nc2c(C(=O)NCCc3ccc(Cl)cc3)c[nH]n2c(=O)c1Cc1ccc(Cl)cc1 | ? | -5% | ?
O=C(O)/C(=C\c1ccccc1)c1ccc2ccccc2c1 | . | 8% | 4%
Cc1cnc(C(=O)OCC(=O)Nc2cccc(S(=O)(=O)N3CCCCC3)c2)cn1 | -5% | ? | -25%
CN(Cc1ccccc1)C(=O)c1ccc(NC(=O)Cc2ccc(NC(=O)C3CCCN(C(=O)C4CCC4)C3)cc2)cc1 (centres undefined) | . | -4% | ?
COc1nc(N(C)C)nc(N(C#N)S(=O)(=O)c2ccc(C)cc2)n1 | 0% | 10% | -16%
O=C(CN1CCN(CC(=O)c2ccc(F)cc2)CC1)Nc1ccccc1Cl | -6% | 0% | ?
COc1ccc(-c2cc(-c3nnc(COC(=O)CC4CC5CCC4C5)o3)c3ccccc3n2)cc1OC (centres undefined) | 35µM* | 21µM* | 21µM*
Cn1nnnc1SCCNCc1ccccc1F | 15% | -14% | -6%
CCOC(=O)N1CCC(Nc2ccc(N3C(=O)C4CCCCC4C3=O)cc2[N+](=O)[O-])CC1 (centres undefined) | -3% | -22% | -28%
Cc1ccccc1NC(=O)c1cnc2sc(N3CCCC3)nn2c1=O | -2% | 14% | -1%
O=C(CCc1nnc(Cc2c[nH]c3ccccc23)o1)NC(C1CC1)C1CC1 | -4% | -8% | -20%
COc1ccc(C(=O)NCCNc2ccc([N+](=O)[O-])cn2)cc1 | -3% | -12% | 10%
COc1ccc(Cc2nc3ccc(C(=O)NCC(C)(C)OC)cc3o2)cc1 | -3% | ? | ?
CN(CC(=O)Nc1ccccc1C(F)(F)F)C(=O)COc1ccccc1Cc1ccccc1 | -7% | ? | 16µM*
O=C(NCC(=O)N1CCCCCCC1)c1ccc(Br)o1 | -5% | 0% | -1%
Cc1ccc(NC2=NCC(Cc3ccc(Br)cc3)S2)cc1 (centres undefined) | -6% | ? | ?
Cc1nc(CCNC(=O)Cc2ccccc2)cs1 | -7% | -2% | 0%
COc1cc2c(cc1OC)C(c1ccc(N(C)C)cc1)CC(=O)N2 (centres undefined) | 0% | 2% | 5%
CCCCSc1nnc(-c2ccc(C)cc2)c2ccccc12 | -9% | 21µM* | 18µM*
COc1ccccc1CNC(=O)CS(=O)(=O)Cc1nc(-c2ccccc2C)oc1C | -3% | -9% | -25%
NC(=O)C1CCN(C(=O)Nc2csc3ccccc23)CC1 | 0% | 24% | -3%
CCOC(=O)c1ccc(S(=O)(=O)N2CCC(N3CCCCC3)CC2)cc1 | ? | ? | ?
CCOC(=O)CSc1nnc(Cc2ccccc2)n1CC1CCCO1 (centres undefined) | 4% | 7% | 6%
CCCCNC(=O)C1(C)CCN1C(=O)c1ccc2ccccc2n1 (centres undefined) | . | ? | -21%

Entries from the list above that contain a nitro group on carbon:
SMILES | GCN5L2 inh | DT40 TDP1 CPT | DT40 TDP1 no CPT
O=C(CSc1ccc([N+](=O)[O-])cc1)Nc1cccc(S(=O)(=O)Nc2ccccc2F)c1 | 0% | 9.2µM* | ?
O=C(Nc1ccc([N+](=O)[O-])cc1)Nc1ccon1 | -6% | 0.41µM* | 0.33µM*
CCOc1ccc(C(=O)NC(=S)Nc2cccc(NC(=O)c3ccco3)c2)cc1[N+](=O)[O-] | -6% | ? | 15µM*
CCOC(=O)N1CCC(Nc2ccc(N3C(=O)C4CCCCC4C3=O)cc2[N+](=O)[O-])CC1 (centres undefined) | -3% | -22% | -28%
COc1ccc(C(=O)NCCNc2ccc([N+](=O)[O-])cn2)cc1 | -3% | -12% | 10%

Other structures:
SMILES | GCN5L2 inh | DT40 TDP1 CPT | DT40 TDP1 no CPT
COc1ccc(N(C(=O)c2snc(C(N)=O)c2N)C(C(=O)NC2CCCCC2)c2ccc(C)o2)c(OC)c1 (centres undefined) | -12% | 12µM* | 21µM*
CC(=O)c1cn(CCCCCCCn2cc(C(C)=O)c(=O)[nH]c2=O)c(=O)[nH]c1=O | -1% | -6% | 2%
COc1ccccc1/C=C/C=N/N1CCN(Cc2ccc(Cl)cc2)CC1 | -17% | ? | ?
COc1ccc(N(C(=O)CNC(=O)c2ccco2)C(C(=O)NCC2CCCO2)c2ccccc2)cc1Cl (centres undefined) | -5% | 11% | -4%
Cc1ccc(-c2cc(C(=O)N3CCN(S(=O)(=O)c4ccc(Br)s4)CC3)[nH]n2)c(C)c1 | -9% | 12µM* | 18µM*
CCCNC(=O)C1(C)CCCN(C(=O)C2(c3ccc(Cl)cc3)CCCC2)C1 (centres undefined) | . | ? | 21µM*
Cc1cc(C(=O)N/N=C/c2c3ccccc3cc3ccccc23)n[nH]1 | -2% | ? | 9.2µM*

Screening data: PubChem, National Center for Advancing Translational Sciences (NCATS)
